BCR signal inh: chronic active BCR signaling inhibition; ABC-DLBCL IkBa-CBG/CBR reporter, luminescence ratio, 4 h; Potency, µM (top dose mostly 46.1 µM), for the others: at the highest dose ratio change, negative = lower green/red ratio, actives largely listed as inhibitors; 340,000 compounds, 0.05% hits; active = well fitted inhibition curve with a large enough effect in the signal ratio, with a control signal flat, not every such curve was filed as active; inconclusive = small, poorly fitted or top-dose-only effect, or effect the other way, or a change in a side signal; the % refers to the signal ratio;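 note: potency is the fitted concentration of half-maximal effect; plate controls were basal doxycycline-induced cells for no effect and cells given 10 µM MG132 for full effect; MG132 reads +100%, hits lower the ratio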
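Concentration-response series (up to 46 uM) were applied to TMD8 dual-reporter cells for 4 h at 37C with doxycycline. Green/red ratio, after filter-overlap correction, defined %Activity; red signal alone was normalised to basal cells and zero luminescence.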
Tb PFK inh: blocks T. brucei phosphofructokinase | O15648 | Potency, µM (doses to about 57.5 µM), for the others: at the top dose activity, negative = inhibition, hits mostly inhibitors | T. brucei PFK, ADP-Glo luminescence | 330,000 compounds, 0.17% hits;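 note: potency is the fitted concentration of half-maximal effect; 0% = uninhibited 1x PFK enzyme wells and -100% = no-enzyme wells; nearly all actives have a fitted effect of over 60% in size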
Target sequence (O15648 whole entry, looked up): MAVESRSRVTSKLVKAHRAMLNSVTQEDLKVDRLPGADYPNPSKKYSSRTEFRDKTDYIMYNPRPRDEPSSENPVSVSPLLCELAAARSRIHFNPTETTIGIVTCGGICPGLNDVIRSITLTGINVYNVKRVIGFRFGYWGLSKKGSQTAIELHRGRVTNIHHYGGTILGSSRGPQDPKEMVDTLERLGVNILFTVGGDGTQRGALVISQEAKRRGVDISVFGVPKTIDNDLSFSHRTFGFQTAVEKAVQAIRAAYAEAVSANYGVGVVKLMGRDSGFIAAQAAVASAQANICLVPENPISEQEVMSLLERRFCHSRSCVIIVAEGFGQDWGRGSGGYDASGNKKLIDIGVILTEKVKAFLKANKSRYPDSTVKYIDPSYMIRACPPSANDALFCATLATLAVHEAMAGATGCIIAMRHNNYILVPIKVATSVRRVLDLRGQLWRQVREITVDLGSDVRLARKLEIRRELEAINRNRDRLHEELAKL
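Activity is normalized to no-enzyme wells (full inhibition) and 1.25 nM enzyme wells (no inhibition). Reaction: 0.5 mM F6P, 0.1 mM ATP, 45 min RT, ADP-Glo luminescence; concentration-response curves fitted and classed by quality.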
Integrin act MD: integrin-mediated muscular dystrophy alleviation activation; AID 624291; alpha7betagal myoblasts, beta-gal FDG fluorescence, 48 h; Potency, µM (top dose mostly 38.3 µM), without a hit: at the highest dose activation, hits mostly activators; 350,000 compounds, 0.064% hits;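 note: potency is the fitted concentration of half-maximal effect; 100% = response of the positive control SU9516; nearly all actives have a fitted effect of over 60% in size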
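alpha7betagal+/- myoblasts (passage 13, 250/well) treated 48 h at 37C with compounds at 1:260 dilution of DMSO stock. Lysed, then beta-galactosidase activity read as FDG fluorescence (ex 480/em 540) after 30 min, with pre-read for autofluorescence.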
ASM inhibitor: inhibitors of human secretory acid sphingomyelinase | P17405 | placental ASM, HMU-PC fluorogenic substrate, 60 min | Potency, µM (titrated, usually from 57.5 µM), for the others: at the highest dose activity change, negative = inhibition, usual class: inhibitors | 340,000 compounds, 0.006% hits; note: potency is the fitted concentration of half-maximal effect
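Fluorescence read-out (Ex 386 nm, Em 447 nm) after stopping the reaction at pH 10. Enzyme: ASM from human placenta; substrate HMU-PC0, 9 uM final; 60 min, 37 °C. Compound preincubation 10 min, ambient temperature.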
Eya2 phos inh: blocks the phosphatase activity of human Eya2; recombinant Eya2, OMFP fluorescence dephosphorylation (OMFP is methylfluorescein phosphate); Potency, µM (titrated, usually from 76.9 µM), for the others: at the highest dose activity, negative = inhibition, hits mostly inhibitors; 330,000 compounds, 0.006% hits; O00167; note: potency is the fitted concentration of half-maximal effect; % is set by controls: 0 for no effect and ±100 for the full control effect
Target sequence (O00167 whole entry, looked up): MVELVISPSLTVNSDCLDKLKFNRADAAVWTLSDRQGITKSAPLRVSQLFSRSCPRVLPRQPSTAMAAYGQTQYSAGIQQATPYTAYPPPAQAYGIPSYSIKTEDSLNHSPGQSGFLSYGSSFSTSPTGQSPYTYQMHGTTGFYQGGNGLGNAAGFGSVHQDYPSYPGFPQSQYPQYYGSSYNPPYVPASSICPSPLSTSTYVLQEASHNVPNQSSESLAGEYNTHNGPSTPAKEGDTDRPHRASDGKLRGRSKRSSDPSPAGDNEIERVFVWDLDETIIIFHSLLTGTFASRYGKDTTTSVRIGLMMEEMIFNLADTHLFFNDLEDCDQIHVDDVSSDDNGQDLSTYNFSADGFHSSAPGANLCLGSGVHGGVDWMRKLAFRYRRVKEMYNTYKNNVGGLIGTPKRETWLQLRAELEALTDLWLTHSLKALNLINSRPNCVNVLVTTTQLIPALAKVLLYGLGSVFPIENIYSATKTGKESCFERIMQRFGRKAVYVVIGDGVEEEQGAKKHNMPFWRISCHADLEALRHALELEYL
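Eya2 (0.2 uM) preincubated 10 min at ambient with compound, then OMFP substrate added at 50 uM; 10 min reaction in 50 mM HEPES pH 7.5, 50 mM NaCl, 5 uM MgCl2, 0.05% BSA, 1 mM DTT. Fluorescence read at Ex 485/Em 525 nm.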
ELG1 repair inh: inhibitors of ELG1-dependent DNA repair in HEK293T cells; Potency, µM (series often up to 46.1 µM), for the others: at the highest dose activity change, negative = inhibition, usual class: inhibitors; AID 504467; 330,000 compounds, 2.3% hits; HEK293T ELG1-luciferase reporter, luminescence, 16 h; DNA damage induced by 5-fluorouridine; note: potency is the fitted concentration of half-maximal effect; % is set by controls: 0 for no effect and ±100 for the full control effect; nearly all actives have a fitted effect of over 55% in size
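Luminescence from the luciferase reporter, measured 30 min after ONE-Glo reagent at room temperature, was the read-out. Beforehand, 2,000 cells per well were exposed for 16 hr at 37 °C to 5-fluorouridine together with compound or vehicle.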
TSHR antag: antagonists of human thyroid stimulating hormone receptor; TSHR-expressing cells, TSH-stimulated cAMP HTRF, 2 h; stronger effect = lower value; activity change, negative = inhibition, % at 11.5 µM; P16473; 330,000 compounds, 0.2% hits;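 active = activity change below a set negative limit, meaning inhibition stronger than a set level, cut at about -70% in these data; inconclusive = activity change between two set negative limits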; note: % is set by controls: 0 for no effect and ±100 for the full control effect
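TSHR-expressing cells were treated with compounds, then stimulated with TSH at EC80 (4nM final) for 2 hours at 37 deg C. Cellular cAMP was measured by HTRF competition between lysate cAMP and cAMP-d2 for a cryptate-labelled anti-cAMP antibody.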
Mito fusion yeast: blocks mitochondrial division or promotes mitochondrial fusion; S. cerevisiae fusion-defective mutant growth rescue, CellTiterGlo 48 h; Potency, µM (titrated, usually from 46.1 µM), for inactives: top-dose growth rescue (activation), actives largely listed as activators; 320,000 compounds, 0.23% hits;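 note: potency is the fitted concentration of half-maximal effect; % of control where 0% means no effect; nearly all actives have a fitted effect of over 45% in size; temperature-sensitive fusion mutants such as fzo1-1 at 37 °C on non-fermentable ethanol glycerol medium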
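Read-out: ATP-based luminescence (CellTiterGlo, 10 min ambient) reporting growth of fusion-defective ts yeast after 48 hours at 37C on glycerol/ethanol YPEG medium in the presence of compound.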
AT treatment: potential ataxia-telangiectasia treatments restoring KAP-1 phosphorylation; Potency, µM (doses to about 57.5 µM), for inactives: at the highest dose activation, hits mostly activators; AID 485349; […] A-T fibroblasts, KAP-1 phosphorylation AlphaLISA; neocarzinostatin DNA damage 30 min before lysis; 320,000 compounds, 0.19% hits; note: potency is the fitted concentration of half-maximal effect; % of control where 0% means no effect; nearly all actives have a fitted effect of over 45% in size
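hTERT-immortalized A-T patient fibroblasts ([…]), 500 cells/well in OPTI-MEM, 1% FBS, got compounds for 60 min, then NCS for 30 min at 37C. Lysates were then assayed for phospho-KAP-1 by AlphaLISA (anti-pKAP1 donor, anti-KAP1 acceptor beads), 6 hr at 25C.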
TSG101-PTAP inh: blocks PTAP/TSG101 interaction to inhibit HIV-1 budding | Fluorescence polarization, FITC-PTAP peptide / Tsg101 binding | 340,000 tested, under 10 active | Potency, µM (top dose mostly 115 µM), for the others: top-dose activity change, negative = inhibition, actives largely listed as inhibitors; active = well fitted inhibition curve with a large enough effect in the main read-out, with a control signal flat, not every such curve was filed as active; inconclusive = small, poorly fitted or top-dose-only effect, or effect the other way, or a change in a side signal; inactive = no such curve, though single readings can be large or run the other way; note: potency is the fitted concentration of half-maximal effect; % of control where 0% means no effect
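Compounds were pin-transferred onto Tsg101 binding domain (10 uM final) in HEPES pH 7.5 buffer, then FITC-PTAP peptide was added at 50 nM final. After 20 min at RT, polarization reported peptide displacement across a qHTS concentration series.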
TCR act: T cell receptor activation | primary human leukocytes, anti-CD3, IL-2 HTRF, 48 h | Potency, µM (doses to about 9.22 µM), for inactives: top-dose activation of IL-2 secretion, hits mostly activators | 330,000 tested, under 10 active | AID 504894; note: % of control where 0% means no effect
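Primary human leukocytes were stimulated with a-CD3 beads plus compounds for 48 hr without co-stimulation; secreted IL-2 was quantified by HTRF using a-IL-2-K (europium cryptate) and a-IL-2-d2, excited at 320nm with acceptor emission read at 665nm.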
The depositor's hits bear a star; ? = inconclusive; . = no result given; [ ] = dose if it differs, or a comment. Unless noted, calls come from the whole dose curve; as a rule, active = well fitted curve in the direction sought with a large enough effect; inconclusive = small, poorly fitted or top-dose-only effect, or another doubt; inactive = no such curve, though single readings can be large; an effect the other way counts as inactive or inconclusive.

SMILES	BCR signal inh	Tb PFK inh	Integrin act MD	ASM inhibitor	Eya2 phos inh	ELG1 repair inh	TSHR antag	Mito fusion yeast	AT treatment	TSG101-PTAP inh	TCR act
O=C(Nc1ccc(F)cc1)c1cn(-c2ccccc2)nc1-c1ccncc1	?	-3%	-36%	-6%	-2%	21µM*	-4	4%	3%	-1%	-1%[46.1 µM]
O=C(C1=C(O)C(=O)N(Cc2ccco2)C1c1ccccc1)c1cccs1 (stereo not given)	1%	1%	18%	0%	12%	1%	3	-1%	-4%	-7%	.
COc1cccc(/C=C/C(=O)OCC(=O)Nc2ccc(Cl)c(S(=O)(=O)N(C)C)c2)c1OC	-14%	-7%	2%	-9%	-1%	16%	-11	-1%	-6%	0%	2%
CCOC(=O)c1c(/N=C/C2=C(O)CCCC2=O)sc(C)c1C	-3%	0%	15%	.	-8%	0%	-1	-1%	1%	0%	-3%[46.1 µM]
COc1ccccc1C(C)Nc1ccc(S(=O)(=O)N2CCN(C)CC2)cc1[N+](=O)[O-] (stereo not given)	-6%	-1%	-6%	-11%	-20%	-19%	-5	-4%	-3%	-4%	-11%
CN(CC(=O)Nc1ccc(F)cc1)C(=O)CSc1nncs1	?	3%	8%	0%	3%	18%	4	-1%	9%	-2%	4%
COc1ccccc1NC(=S)N1CCn2cccc2C1c1cccnc1 (stereo not given)	9%	-5%	5%	3%	4%	3%	0	2%	1%	-3%	4%
COC(=O)COc1cccc(NS(=O)(=O)c2cccc([N+](=O)[O-])c2)c1	-3%	1%	8%	-2%	4%	1%	-5	8%	0%	3%	-1%
COc1ccc(Br)cc1C(=O)N/N=C/c1cccnc1	5%	0%	0%	15%	6%	3%	0	-3%	-20%	-6%	-3%
CCCCONc1ncnc2nonc12	4%	-3%	-3%	-1%	12%	-1%	8	4%	3%	1%	-1%[46.1 µM]
CCN1CCCC1CNC(=O)Cn1cccc1C(=O)c1ccccc1 (stereo not given)	13%	-1%	0%	0%	9%	-5%	0	-3%	3%	-4%	-5%
Nc1nc(NCCCN2CCOCC2)nc(Nc2ccccc2F)c1[N+](=O)[O-]	-2%	5%	-42%	-2%	4%	-8%	-5	1%	-1%	-5%	0%
COc1ccc(-c2cc(C(F)(F)F)nc(SCc3cccc(C(=O)O)c3)n2)cc1	5%	-1%	-16%	-5%	-3%	4%	11	6%	-7%	-8%	5%
CCCNC(=O)CN1CCC(c2nc3ccccc3[nH]2)CC1	-1%	1%	?	252%	2%	16%	-8	-5%	-1%	?	4%
O=C(COC(=O)c1ccccc1Nc1ccccc1)NCc1ccccc1Cl	0%	7%	-2%	390%[activator]	-1%	6%	-4	10%	1%	-5%	-1%[46.1 µM]
O=C(NNC(=O)C1CC1)c1ccc(-c2ccccc2)cc1	?	3%	6%	5%	-5%	18%	1	-2%	-3%	1%	2%
O=C(Nc1ccccc1Cl)C1CCCN(S(=O)(=O)c2ccc(F)cc2)C1 (stereo not given)	?	3%	15%	-2%	-1%	-23%	-13	3%	-3%	-2%	2%
CC(C)C(=O)N1CCN(c2ccc(NC(=O)c3ccco3)cc2Cl)CC1	2%	-4%	-10%	-1%	0%	?	-4	12%	11%	-1%	-3%
O=C(Nc1ccc(C2CC2(Cl)Cl)cc1)c1cccc([N+](=O)[O-])c1 (stereo not given)	3%	-8%	-16%	-4%	6%	?	-16	-5%	3%	2%	2%
CCOC(=O)CN1CC23C=CC(O2)C(C(=O)NCc2ccccc2OC)C3C1=O (stereo not given)	1%	5%	-1%	7%	-1%	6%	7	-2%	2%	0%	5%
COc1ccc(N/C=C/C(=O)C(F)(F)F)cc1	?	0%	22%	1%	4%	-4%	3	-8%	5%	-2%	2%[46.1 µM]
CC(C)(C)CC(=O)NC(=S)NCCc1ccccc1	?	1%	?	0%	-5%	-10%	-11	-9%	-9%	-1%	1%
Cc1cc(NC(=O)CSCc2ccccc2)no1	4%	2%	2%	-1%	6%	16%	0	-10%	-2%	-5%	3%
COc1ccc(S(=O)(=O)Cc2ccc(C(=O)N3CCN(c4cccc(C)c4)C(C)C3)o2)cc1 (stereo not given)	?	3%	-18%	-3%	-11%	13µM*	-10	-2%	3%	-2%	2%
CCN(CC)C(=O)[C@H]1C[C@H](CC(=O)NCCc2ccccn2)C(=O)N2CCc3c([nH]c4ccc(Cl)cc34)[C@]12C	?	0%	-22%	4%	3%	-20%	1	.	-3%	-2%	1%[46.1 µM]
Cc1ccc(S(=O)(=O)NC(C)(C)CN2CCC(Cc3ccccc3)CC2)cc1	3%	1%	-60%[inhibitor]	3%	-4%	?	6	1%	?	-3%	3%
COc1ccc(OC)c(NC(=O)Nc2ccc3c(c2)OCO3)c1	-4%	4%	-10%	0%	0%	0%	-13	0%	-1%	-4%	-4%
CCOC(=O)C1=C(COC(=O)C2CC(=O)N(c3ccccc3F)C2)NC(=O)NC1C (stereo not given)	0%	0%	14%	-2%	-11%	?	-13	6%	12%	0%	-2%
O=C(C(c1ccccc1)c1ccccc1)N1CCCc2ccccc21	?	3%	-11%	-4%	-8%	?	28	0%	16%	-7%	-3%[46.1 µM]
CCOC(=O)CC(=O)CSc1nc(N)c(C#N)c(-c2ccc(F)cc2)c1C#N	?	-5%	1%	-3%	20%	-20%	-11	4%	-1%	-4%	-1%
Cc1cccc2sc(N(CCN(C)C)C(=O)c3cc(Cl)sc3Cl)nc12	7%	-1%	3%	-1%	5%	-13%	10	-7%	5%	-2%	1%[46.1 µM]
CC1(C)CC(NNCCC#N)=CC(=[N+]2CCCC2)C1	9%	-6%	18%	22%	3%	-6%	-16	2%	10%	0%	-4%
COc1cc(/C=N/n2cnnc2)ccc1OCc1ccccc1	0%	1%	9%	0%	-2%	-6%	-14	2%	7%	-3%	2%
C=CCc1cc(S(=O)(=O)c2ccc(O)c(CC=C)c2)ccc1O	-1%	2%	2%	16%	14%	-6%	4	-3%	-6%	-3%	7%
Cc1ccc(CNC(=O)c2ccc(S(=O)(=O)Nc3c(C)n(C)n(-c4ccccc4)c3=O)cc2)cc1	0%	4%	-8%	7%	-18%	-6%	-10	-2%	5%	-4%	-1%
O=C(CSc1nc2ccccc2c(=O)n1Cc1ccccc1)Nc1ccc(Br)cc1C(=O)O	?	0%	-6%	6%	3%	0%	-36	-2%	-4%	-5%	2%
O=C(NNc1ccc([N+](=O)[O-])cc1)C1C2CCCCC21 (stereo not given)	?	-7%	2%	-3%	11%	?	2	1%	-3%	2%	7%
O=C1Cc2ccccc2C(=O)N1c1cccc(Cl)c1	4%	-7%	4%	14%	9%	-3%	-16	-1%	10%	-3%	8%
Cc1ccc(CC(=O)N2CCC(c3nc4c(nnn4Cc4ccccc4)c(=O)[nH]3)CC2)cc1	3%	0%	18%	-13%	-13%	-2%	15	5%	2%	-1%	2%[46.1 µM]
COc1cccc(NC(=O)Cn2c3ccc(F)cc3c3nc4n(c(=O)c32)CCCS4)c1	0%	-2%	0%	100%[activator]	-11%	?	-14	-1%	4%	1%	-2%
Cc1sc2nc(SCC(=O)NCCOCCO)nc(N)c2c1C	6%	-9%	-13%	2%	0%	12%	-8	-1%	-3%	-3%	-2%
O=C(c1ccccc1[N+](=O)[O-])N1CCCN(C(=O)c2ccccc2[N+](=O)[O-])CC1	-4%	0%	?	1%	14%	12%	9	-4%	-7%	-4%	11%
CCOC(=O)C1=C(C)NC(C)=C(C(=O)OCC)C1/C=C/c1ccccc1	?	-7%	?	104%[activator]	-30%	?	42	25%	-2%	-3%	-4%

From PubChem BioAssay

An unsorted share of the library; 3.2% or so of the library scored in one or more.
